Screening results from PubChem.
ERb SRC1 inh: ER-beta (human) coactivator binding inhibition; TR-FRET ER-beta LBD / SRC1-Cy5 peptide binding; receptor agonist-loaded with 1 µM estradiol; inhibition, % at 25.6 µM; Q92731; actives 1.3% (n = 86,000);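 active = compounds whose percent inhibition of the receptor-coactivator binding signal exceeds about 50% in the single-dose screen, limit read from the data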;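 note: 0% = receptor plus peptide wells without compound and 100% = peptide-only wells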
Target sequence (Q92731 whole entry, looked up, the tested form may be a part): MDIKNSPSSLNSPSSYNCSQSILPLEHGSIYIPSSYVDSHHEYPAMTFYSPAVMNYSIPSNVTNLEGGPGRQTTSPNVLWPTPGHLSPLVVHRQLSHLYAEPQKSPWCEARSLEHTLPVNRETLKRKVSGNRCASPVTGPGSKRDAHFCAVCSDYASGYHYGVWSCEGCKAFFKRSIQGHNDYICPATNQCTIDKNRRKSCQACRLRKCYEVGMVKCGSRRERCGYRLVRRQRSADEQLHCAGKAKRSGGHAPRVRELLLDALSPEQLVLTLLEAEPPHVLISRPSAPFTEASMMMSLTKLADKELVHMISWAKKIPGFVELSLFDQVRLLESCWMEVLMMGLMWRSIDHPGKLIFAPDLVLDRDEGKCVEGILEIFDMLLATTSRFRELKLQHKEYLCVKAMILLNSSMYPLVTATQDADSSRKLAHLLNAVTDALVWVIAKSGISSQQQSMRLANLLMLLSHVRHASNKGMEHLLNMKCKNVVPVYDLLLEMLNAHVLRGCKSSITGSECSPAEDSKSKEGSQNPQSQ
Candida biofilm: kills Candida albicans biofilms; AID 834; actives 0.14% (n = 85,000); C. albicans biofilm + clotrimazole, Alamar Blue; inhibition, % at 6 µM;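 active = inhibition above 20%; inactive = inhibition below 20%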;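 note: preformed 24 hr biofilms exposed to compound for 48 hr; 0% = biofilm without compound and 100% = blank killed by clotrimazole plus chlorhexidine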
Smad3 FoxH1 inh: Smad3 (human) transcription factor binding inhibition; P84022; TR-FRET Smad3/Dy647-FoxH1 peptide binding, europium anti-His; inhibition, % at 25 µM; actives 0.29% (n = 88,000); AID 630;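 active = compounds that reduce the energy-transfer binding signal between the protein and its labelled peptide by more than half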;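 note: 0% = Smad3 plus labelled peptide maximal FRET and 100% = peptide-only background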
Target sequence (P84022 whole entry, looked up): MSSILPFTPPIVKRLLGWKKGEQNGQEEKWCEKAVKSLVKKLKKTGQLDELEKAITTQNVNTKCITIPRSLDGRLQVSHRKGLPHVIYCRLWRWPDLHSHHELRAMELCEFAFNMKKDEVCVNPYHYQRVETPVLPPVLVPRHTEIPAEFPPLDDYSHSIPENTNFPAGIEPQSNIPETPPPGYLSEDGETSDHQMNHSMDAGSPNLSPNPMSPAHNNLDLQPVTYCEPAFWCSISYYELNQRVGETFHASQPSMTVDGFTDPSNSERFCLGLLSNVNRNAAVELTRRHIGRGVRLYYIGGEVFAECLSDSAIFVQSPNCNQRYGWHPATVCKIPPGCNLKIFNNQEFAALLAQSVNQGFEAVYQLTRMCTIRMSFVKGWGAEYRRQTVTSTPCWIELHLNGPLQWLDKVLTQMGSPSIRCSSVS
The depositor's hits bear a star; [ ] = remark or other dose. This is a subset. The share of hits here may be higher or lower than overall.

SMILES	ERb SRC1 inh	Candida biofilm	Smad3 FoxH1 inh
CN(C)S(=O)(=O)c1ccc(NC(=O)C2COc3ccccc3O2)cc1 (centres undefined)	-11	3	-16
O=C(Cn1cnc2c(nnn2Cc2ccccc2)c1=O)N1CCCc2ccccc21	4	2	0
CC(=O)NC(CCS(C)(=O)=O)C(=O)Nc1ccc(Cl)c(Cl)c1 (centres undefined)	-5	6	15[fluorescence artefact?]
Cc1ccc2nc(NC3=NCN(CCc4ccccc4)CN3)nc(C)c2c1	3	3	4
O=C(CN1C(=O)COc2ccccc21)c1cccc(Cl)c1	2[fluorescence artefact?]	3	-7
COC(=O)c1ccc(-n2c(C)cc(/C=N/n3cnnc3)c2C)cc1	-1[fluorescence artefact?]	1	-10
O=c1c2ccccc2nc(SCc2nc(-c3ccccc3)no2)n1-c1ccc(F)cc1	2	8	-11
NS(=O)(=O)c1ccc(NC=C2C(=O)OC3(CCCCC3)OC2=O)cc1	-11	6	-6
CC(=O)N(Cc1cccnc1)Cc1cc2ccccc2[nH]c1=O	-16	3	-2
O=S(=O)(c1ccc(Cl)c(C(F)(F)F)c1)N1CCN(CC(O)COCC2CCCO2)CC1 (centres undefined)	7	-1	-1
COC(=O)C(C)Sc1nc2c([nH]c3ccccc32)c(=O)n1C (centres undefined)	-4	7	3
CC1(C)OC(=O)C(C(c2ccccc2)C(C#N)C(N)=O)=C(O)O1 (centres undefined)	-4[fluorescence artefact?]	8	-1
COc1cccc(NC(=O)N2CCCC2C(=O)Nc2ccc3c(c2)OCO3)c1 (centres undefined)	-8[fluorescence artefact?]	-1	3
O=C(CN1c2cccc3cccc(c23)S1(=O)=O)N1CCOCC1	22	-3	-6
CSc1oc(-c2ccco2)nc1S(=O)(=O)c1ccc(F)cc1	30[fluorescence artefact?]	-1	-6
O=c1[nH]c(/C(=N\O)c2ccccc2)no1	-6	11	4
CCN(CC)S(=O)(=O)c1cccc(-c2nnc(SC(C)C#N)n2Cc2ccccc2)c1 (centres undefined)	3	-4	-2
CCn1cc(C2=NOC(C(=O)Nc3cc(C)nn3-c3ccccc3)C2)c(C)n1 (centres undefined)	-5[fluorescence artefact?]	7	0
CCN1C(=S)SC(=O)C1=C1C=C(C)OC(C)=C1	0	-1	-17
COc1ccccc1N1CCN(C(=O)c2ccc(Br)s2)CC1	3	5	4
COc1ccc(-c2c(C)oc3c(CN4CCN(C)CC4)c(O)ccc3c2=O)cc1	-9	8	4
CCCc1cc(-c2ccc(O)c(OCC)c2)c(C#N)c(N)n1	2	3	-3
O=C(COc1ccccc1Cl)N(Cc1ccco1)C1CCS(=O)(=O)C1 (centres undefined)	-11[fluorescence artefact?]	1	-7
CCCCC(CC)C(=O)NCCCN1CCN(CCCNC(=O)C(CC)CCCC)CC1 (centres undefined)	-7	0	-3
O=C(CN1CCOc2ccccc21)NCc1ccc(F)cc1	15[fluorescence artefact?]	0	-11
SMILES	ERb SRC1 inh	Candida biofilm	Smad3 FoxH1 inh
COc1ccc(NC(=O)CN(c2cc(C)cc(C)c2)S(=O)(=O)c2c(C)noc2C)cc1OC	9	-3	2
COc1cc(C)nc(N2CCCC(C(=O)Nc3cccc(Cl)c3C)C2)n1 (centres undefined)	15	4	10[fluorescence artefact?]
CCOc1ccc(OCC)c(NS(=O)(=O)c2cccc3nsnc23)c1	-11	6	5
Cc1oc(-c2ccc(Cl)cc2)nc1CS(=O)CC(=O)NCCN1CCCC1 (centres undefined)	17[fluorescence artefact?]	-6	-11
N#CCCn1nc(-c2ccccc2)cc1Nc1ccccc1NC(=O)c1cccs1	-3	5	-4
Cc1cc(=O)n2nc(N3CCC(C(=O)NCc4cccnc4)CC3)sc2n1	4	8	3
COc1ccc(S(=O)(=O)Cc2ccc(C(=O)N3CCN(c4ccccc4F)CC3)o2)cc1	13	4	-1
CCOC(=O)N=S(N)(=O)c1ccccc1 (centres undefined)	-5	1	-7
COc1ccc(C(=O)N2CCCC2)cc1S(=O)(=O)N1CCC(C)CC1	-6	4	19[fluorescence artefact?]
Cc1cc(C(=O)Oc2ccccc2C(=O)O)c(C)o1	1[fluorescence artefact?]	10	3
COc1ccc(-c2nc3ccccc3c(=O)n2CCCn2ccnc2)cc1	3	3	8[fluorescence artefact?]
COC(=O)c1sc(NC(=O)c2ccco2)nc1C	-6	6	6
CC(Sc1nnnn1C)C(=O)Nc1ccc(N2CCOCC2)cc1 (centres undefined)	25[fluorescence artefact?]	10	4
CCOC(=O)N1c2ccccc2C=CC1OCC (centres undefined)	-3	5	-1
CCn1c(NCCc2ccc(OC)c(OC)c2)nc2c1c(=O)n(C)c(=O)n2C	0[fluorescence artefact?]	3	5
CCOC(=O)N1CCN(C(=O)C(CC(C)C)NC(=O)C2CCCCC2)CC1 (centres undefined)	-2	9	2
CC(C)CCNC(=O)C1CCCN(S(=O)(=O)c2ccc(F)cc2)C1 (centres undefined)	4	5	0
COc1ccc(NC(=O)CCS(=O)(=O)c2cccc3nonc23)c(OC)c1	-9	4	7
COc1ccc(C2c3c(oc4ccccc4c3=O)C(=O)N2CCN2CCOCC2)cc1OC (centres undefined)	2	5	11
O=C1c2cccnc2C(=O)N1Cc1ccccc1	11[fluorescence artefact?]	-5	-15
CC1C/C=C/C=C/C=C/C=C/C(O[C@@H]2O[C@H](C)[C@@H](O)[C@H](N)[C@@H]2O)CC2OC(O)(CC(O)CC3OC3/C=C/C(=O)O1)CC(O)C2C(=O)O (some centres undefined)	2	10	5
Cc1csc(=O)n1CC(=O)OCc1cccc2ccccc12	-4	0	5
COc1ccccc1Nc1ncc(C(=O)N2CCC(C(N)=O)CC2)c2ccccc12	-2[fluorescence artefact?]	7	5
CCOC(=O)c1sc(=NC(=O)c2ccc(S(=O)(=O)N3CCOCC3)cc2)n(C)c1C	7[fluorescence artefact?]	3	-1
Cc1ccc(S(=O)(=O)C(C#N)c2nc3ccccc3nc2N2CCC(C)CC2)cc1 (centres undefined)	3[fluorescence artefact?]	-1	-6
SMILES	ERb SRC1 inh	Candida biofilm	Smad3 FoxH1 inh
CCn1c(=N)n(CCO)c2ccccc21	-3	3	0
CCOC(=O)C1CCN(CC(O)COc2ccc(C(C)=O)cc2)CC1 (centres undefined)	-2	3	-12
O=c1c2c3nc4ccccc4nc3n(-c3ccc4c(c3)OCCO4)c2ncn1C1CCCC1	-1	-1	-10
CCOC(=O)c1c(NC(=O)CN2CCOCC2)sc2c1CCCC2	8	5	-5
CCOC(=O)C(C)Sc1nc2c(c(=O)[nH]c(=O)n2C)n1Cc1ccc(Cl)cc1 (centres undefined)	11	2	3
C=CCn1cnc2c(c1=O)c1nc3ccccc3nc1n2/N=C/c1cc(OC)c(OC)c(OC)c1	10[fluorescence artefact?]	8	5
CCOC(=O)c1nnn(-c2nonc2N)c1CNc1ccccc1	-3	6	1
Cc1nc(N2CCOCC2)c2cc(-c3ccccc3)sc2n1	2	7	-4
COc1ccc(CNc2nc3c(c(C(F)(F)F)n2)CCCCC3)cc1	1	8	4
Cc1cc(=O)c2n(Cc3ccccc3Cl)nc[n+]2[nH]1	0	1	-2
COc1ccc(CNC(=O)CCS(=O)(=O)c2cccc3nonc23)cc1	-16	-1	16
CCN(CC)C(=O)c1ccc(O)c(OC)c1	0	3	5
Cc1cc(C)cc(NC(=O)CSc2nc3c(c(=O)n2C)SC(C)C3)c1 (centres undefined)	-2	0	-7
COc1ccc(C2CC(c3cccc(C)c3)n3nc(N)nc3N2)cc1 (centres undefined)	-5	4	-5
Clc1cccc(-c2nnc3sc(-c4ccc5c(c4)OCO5)nn23)c1	44[fluorescence artefact?]	6	-1
Cc1csc(NC(=O)CSc2nnc(C)s2)n1	-8	-4	-3
O=C1CCCC2=C1C(c1ccccc1)C1=C(CCCC1=O)O2	2	3	-12
COc1ccc(C2CC(c3cc(Br)ccc3F)n3nnnc3N2)cc1 (centres undefined)	3	0	1
CCOc1ccc(C(=O)N2CCN(c3ccccc3)CC2)cc1OCC	-8[fluorescence artefact?]	7	10
Cc1ccc(C(=O)Nc2ccccc2NC(=O)c2ccc(C)o2)o1	1	-1	2
Cc1nc2sc(C(c3ccco3)N3CCC(Cc4ccccc4)CC3)c(O)n2n1 (centres undefined)	2	9	-1
CC(Cc1ccc(O)c(O)c1)C(C)Cc1ccc(O)c(O)c1 (centres undefined)	83*[fluorescence artefact?]	12	4
COc1cccc(C2CC(c3cccc(C)c3)n3ncnc3N2)c1 (centres undefined)	-1[fluorescence artefact?]	13	0
Cn1c(=O)n(CCc2ccccc2)c(=O)c2c1nc1n2CCCN1c1ccc(F)cc1	5	-2	-13
CC(=O)c1cccc(NC2c3ccccc3C(=O)N2Cc2ccc3c(c2)OCO3)c1 (centres undefined)	-4	-5	-4

Sorted by count of non-hydrogen atoms (highest first): 15 of the compounds above.
SMILES	ERb SRC1 inh	Candida biofilm	Smad3 FoxH1 inh
O=c1c2c3nc4ccccc4nc3n(-c3ccc4c(c3)OCCO4)c2ncn1C1CCCC1	-1	-1	-10
COc1ccc(S(=O)(=O)Cc2ccc(C(=O)N3CCN(c4ccccc4F)CC3)o2)cc1	13	4	-1
O=S(=O)(c1ccc(Cl)c(C(F)(F)F)c1)N1CCN(CC(O)COCC2CCCO2)CC1 (centres undefined)	7	-1	-1
N#CCCn1nc(-c2ccccc2)cc1Nc1ccccc1NC(=O)c1cccs1	-3	5	-4
Cc1nc2sc(C(c3ccco3)N3CCC(Cc4ccccc4)CC3)c(O)n2n1 (centres undefined)	2	9	-1
CCOC(=O)C(C)Sc1nc2c(c(=O)[nH]c(=O)n2C)n1Cc1ccc(Cl)cc1 (centres undefined)	11	2	3
COc1ccc(-c2nc3ccccc3c(=O)n2CCCn2ccnc2)cc1	3	3	8[fluorescence artefact?]
COc1cc(C)nc(N2CCCC(C(=O)Nc3cccc(Cl)c3C)C2)n1 (centres undefined)	15	4	10[fluorescence artefact?]
COc1ccc(CNc2nc3c(c(C(F)(F)F)n2)CCCCC3)cc1	1	8	4
COC(=O)c1ccc(-n2c(C)cc(/C=N/n3cnnc3)c2C)cc1	-1[fluorescence artefact?]	1	-10
CC(=O)N(Cc1cccnc1)Cc1cc2ccccc2[nH]c1=O	-16	3	-2
O=C(CN1CCOc2ccccc21)NCc1ccc(F)cc1	15[fluorescence artefact?]	0	-11
Cc1cc(C(=O)Oc2ccccc2C(=O)O)c(C)o1	1[fluorescence artefact?]	10	3
COC(=O)c1sc(NC(=O)c2ccco2)nc1C	-6	6	6
CCn1c(=N)n(CCO)c2ccccc21	-3	3	0

Further structures:
SMILES	ERb SRC1 inh	Candida biofilm	Smad3 FoxH1 inh
CC(C)(C)n1nnnc1C(c1ccccc1F)N1CCN(C2CCCC2)CC1 (centres undefined)	7	8	-3[fluorescence artefact?]
O=c1c2ccccc2[nH]c(=S)n1Cc1cccnc1	3	2	4
COc1ccc(C2CC(c3ccc(OC)cc3)n3nc(N)nc3N2)cc1 (centres undefined)	-9[fluorescence artefact?]	11	2
CCOC(=O)N1CCC(NC(=O)C(NC(=O)C2CCCCC2)C(C)C)CC1 (centres undefined)	-9	6	3
COc1ccccc1Cn1c(=O)c2ccccc2n2c(SCc3csc(C)n3)nnc12	1	10	-3
O=C(CN1CCN(S(=O)(=O)c2ccc(Br)cc2)CC1)Nc1ccccc1F	-2	3	1
CCOC(=O)N1CCN(c2nc(C)cc(C(F)(F)F)n2)CC1	2	9	11
O=c1c2c3nc4ccccc4nc3n(/N=C/c3ccco3)c2ncn1CCC1=CCCCC1	40	1	12
Cc1nc2c(c(=O)n1CC1CCCO1)c1nc3ccccc3nc1n2Cc1ccc2c(c1)OCO2 (centres undefined)	58*[fluorescence artefact?]	4	0
COc1ccccc1N1C(=O)C2ON(c3ccccc3)C(c3ccc(N(C)C)cc3)C2C1=O (centres undefined)	0	9	-1
CCOC(=O)c1ccc2c(c1)NC(=O)C(N1CCN(c3ccc(OC)cc3)CC1)S2 (centres undefined)	19[fluorescence artefact?]	0	8
C[C@]12C[C@H](O)[C@H]3[C@@H](CCC4=CC(=O)CC[C@@]43C)[C@@H]1CC[C@@H]2C(=O)CO	4	11	7
N#Cc1c(N)oc(-c2ccccc2)c1-c1ccccc1	3	9	1
CCOc1cc(-c2c(C#N)c(N)nc3c2CCCC3)ccc1O	2[fluorescence artefact?]	6	-4
CCOC(=O)N1CCC(NC(=O)c2ccc(CS(=O)(=O)c3c(Cl)cccc3Cl)o2)CC1	-1	18	3
Cc1noc(C)c1CSc1nc2ccccc2s1	-10	4	7
CC1CCc2nc(NC(=O)c3cc(C(C)(C)C)nn3C)sc2C1 (centres undefined)	-2	0	4[fluorescence artefact?]
Cn1c(=O)n(C)c2cc(CN3C(=O)OC(C)(C)C3(C)O)ccc21 (centres undefined)	-10	2	-9
CC1(C)Cc2c(sc3c2c(=N)n(Cc2ccco2)c(=O)n3CC(=O)Nc2ccc(Cl)cc2)CO1	5[fluorescence artefact?]	2	-3
C=CCn1c(NCCO)nc2sc3c(c2c1=O)CCC3	-3	11	6
CCOc1ncccc1C(=O)OCc1cc(=O)n2c(n1)sc1ccccc12	56*[fluorescence artefact?]	3	8
CC(=O)c1cccc(NC(=O)c2cnn3ccccc23)c1	25	8	3
CC(=O)N1CCc2cc(S(=O)(=O)NCCC(=O)NCCc3ccccc3)ccc21	10	4	-14[fluorescence artefact?]
COCc1cc(C)nc(SCC(=O)Nc2ccc(C)c(C)c2)c1C#N	3	5	9[fluorescence artefact?]
COc1ccc(C(=O)Nc2ccccc2NC(=O)c2ccco2)cc1OC	-3	4	8
NC(=O)Nc1ccc(Oc2c(F)c(F)c(F)c(F)c2F)cc1	-1	9	0
CN(C1CCCCC1)S(=O)(=O)c1ccc2c(c1)c(=O)c(C(=O)NCCN1CCCC1)cn2C	16[fluorescence artefact?]	-3	-9
